MITF inh – blocks human microphthalmia-associated transcription factor. 650,000 compounds, 0.91% hits. inhibition, % at 2.6 µM. O75030. AlphaScreen MITF homodimerization, bead proximity signal; in the data active means inhibition above about 50%;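 further: 0% = vehicle wells with protein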
FBW7 activator – human FBW7 E3 ligase activation, primary screen. Q969H0. normalized activity (activation), % at 26.1 µM. 650,000 compounds, 0.13% hits. AlphaScreen FBW7–phospho-cyclin E peptide binding, activator screen; in the data active means normalized activity above about 1.9%;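 further: purified mutant Fbw7 with reduced substrate affinity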
Target sequence (Q969H0 whole entry, looked up): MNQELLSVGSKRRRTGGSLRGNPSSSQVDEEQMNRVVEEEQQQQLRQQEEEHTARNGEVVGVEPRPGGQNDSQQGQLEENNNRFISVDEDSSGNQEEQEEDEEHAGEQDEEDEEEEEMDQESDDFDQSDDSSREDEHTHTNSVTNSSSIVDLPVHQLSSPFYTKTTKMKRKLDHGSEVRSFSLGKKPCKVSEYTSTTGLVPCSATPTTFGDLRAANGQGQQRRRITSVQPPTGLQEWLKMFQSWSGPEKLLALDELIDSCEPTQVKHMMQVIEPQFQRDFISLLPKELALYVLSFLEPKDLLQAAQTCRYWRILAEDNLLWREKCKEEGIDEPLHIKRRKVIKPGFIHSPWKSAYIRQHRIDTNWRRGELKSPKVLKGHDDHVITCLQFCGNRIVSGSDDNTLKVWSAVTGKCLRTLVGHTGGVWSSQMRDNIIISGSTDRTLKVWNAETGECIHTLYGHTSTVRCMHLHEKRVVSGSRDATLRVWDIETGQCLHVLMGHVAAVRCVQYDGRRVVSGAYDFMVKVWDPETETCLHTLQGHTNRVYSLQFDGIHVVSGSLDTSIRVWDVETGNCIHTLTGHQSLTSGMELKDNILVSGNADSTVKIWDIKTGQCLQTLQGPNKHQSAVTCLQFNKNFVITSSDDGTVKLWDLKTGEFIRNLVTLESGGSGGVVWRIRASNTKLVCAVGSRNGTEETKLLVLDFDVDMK
GPR151 ag – activators of human GPR151; Q8TDV0; activation, % at 11.2 µM; 650,000 compounds, 1% hits; PathHunter beta-arrestin GPR151 cells, luminescence; in the data active means activation above about 4.9%;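 further: 0% = median of compound wells and 100% = cells with positive control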
Target sequence (Q8TDV0 whole entry, looked up): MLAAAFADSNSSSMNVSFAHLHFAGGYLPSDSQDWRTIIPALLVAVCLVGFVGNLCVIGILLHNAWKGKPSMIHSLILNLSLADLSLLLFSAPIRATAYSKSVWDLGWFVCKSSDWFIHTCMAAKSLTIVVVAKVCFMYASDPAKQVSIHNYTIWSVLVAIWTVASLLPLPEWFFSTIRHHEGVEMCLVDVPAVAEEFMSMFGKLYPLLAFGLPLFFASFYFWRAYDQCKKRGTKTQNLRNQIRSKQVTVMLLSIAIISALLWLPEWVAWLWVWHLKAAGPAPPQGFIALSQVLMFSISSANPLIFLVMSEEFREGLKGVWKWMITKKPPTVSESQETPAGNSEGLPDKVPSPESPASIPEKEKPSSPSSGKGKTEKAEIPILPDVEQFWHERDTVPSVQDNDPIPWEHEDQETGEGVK
TEAD-YAP inh – TEAD-YAP interaction inhibition | HEK-TIYL cells, TEAD-Gal4/YAP UAS-luciferase luminescence | inhibition, % at 9.12 µM | 640,000 compounds, 1.4% hits; in the data active means inhibition above about 32%;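 further: 0% = median of test compound wells and 100% = reference inhibitor wells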
* = called active by the depositor; . = not tested or not shown.

no.	mol	FBW7 activator	MITF inh	TEAD-YAP inh	GPR151 ag
1	COc1ccc(NC(=O)CS(=O)CC(=O)Nc2cccc3cccnc23)cc1 (stereo not given)	-0.1	-4.7	2.0	0.5
2	CCCNC(=O)c1nn2c(C(F)(F)F)cc(-c3ccco3)nc2c1Br	-0.1	7.3	4.1	-0.4
3	COc1ccc(NC(=O)/C(C#N)=C\c2ccc(N(C)C)cc2)cc1	0.0	-17.0	-4.3	0.7
4	CCSc1nc2scc(C(F)(F)F)n2c(=O)c1C(=O)N(C)c1ccccc1	0.3	4.8	4.9	-0.3
5	CCOc1cccc2sc(NC(=O)c3ccc(Cl)cc3Cl)nc12	0.0	3.5	4.0	0.1
6	Cc1cccc(CSc2cn(CCNC(=O)c3ccc(F)cc3)c3ccccc23)c1	0.0	4.7	-5.4	-0.4
7	O=C(CNS(=O)(=O)c1ccc(Br)s1)NC1CCCCC1	0.0	8.5	-0.4	0.5
8	CCOc1ccc(NC(=O)c2c(N)sc(-c3ccccc3)c2C)cc1	0.1	-7.0	-2.4	-0.2
9	CC(=O)Nc1cccc(N2C(=O)C3C4c5ccccc5C(c5ccccc54)C3C2=O)c1 (stereo not given)	-0.1	-3.0	-0.9	-0.5
10	O=C(Nc1ccc(O)c(-c2nc3ccccc3o2)c1)c1cccc(F)c1	-0.1	-12.0	1.1	-0.3
11	CC[N+](C)(CC)CCOC(=O)C1c2ccccc2Oc2ccccc21	0.0	12.6	.	1.2
12	CCOc1ccc(N(CC)S(=O)(=O)c2cccnc2)cc1	0.2	17.9	-0.6	0.0
13	Cc1nn(-c2ccc(F)cc2)c2c1C(=O)CC(C)(C)C2	-0.1	-11.6	-11.3	0.0
14	CC1(C)CC(=O)C(C=Nc2ccc3cn[nH]c3c2)=C(O)C1	0.2	18.0	12.1	0.1
15	CCc1ccc(OCCOCCNCCOC)cc1	0.1	27.4	2.1	1.3
16	Cn1cnnc1SCC(=O)Nc1cc(Cl)cc(Cl)c1	0.0	19.3	-5.6	0.4
17	COc1ccc(OCC(=O)Nc2c(C)n(C)n(-c3ccccc3)c2=O)cc1	0.1	-5.5	-1.9	-1.5
18	CC(Sc1nnc(-c2ccc([N+](=O)[O-])cc2)n1C)C(=O)Nc1nccs1 (stereo not given)	-0.3	-6.0	2.4	-0.4
19	O=C(NC1CCCCCC1)C1CCN(c2c3c(nc4ncnn24)CCC3)CC1	0.0	1.2	0.4	0.0
20	Cc1onc(-c2ccccc2)c1C(=O)N1CC(C)OC(C)C1 (stereo not given)	-0.2	-8.6	-1.9	-1.5
21	CCc1ccccc1NC(=O)CSc1ccsc1[N+](=O)[O-]	0.1	34.9	7.5	-0.7
22	O=C(COC(=O)c1ccc([N+](=O)[O-])o1)c1ccc2c(c1)OCCO2	0.0	9.1	1.1	1.2
23	O=c1oc(/C=C/c2ccccc2)nc2cc(Cl)ccc12	0.0	12.4	-6.2	1.5
24	COc1ccc(-c2nc3ccccc3c(=O)n2NC(=O)c2cc(Br)ccc2Cl)cc1OC	0.0	13.2	-11.0	-0.3
25	CCOc1ccc(NC(=O)CSC2=C(C#N)C(c3ccccc3OCC)C3=C(CCCC3=O)N2)cc1 (stereo not given)	0.0	-1.7	15.7	-0.9
26	COc1cc(-c2cncc(-c3ccccc3N(C)C)n2)ccc1O	0.5	10.2	-4.9	-1.5
27	CCOC(=O)c1sc2c([N+](=O)[O-])cc(SC(F)(F)F)cc2[n+]1[O-]	-0.1	5.9	3.5	-0.2
28	COc1cc(C(=O)NCCCc2nc3ccccc3n2Cc2ccccc2F)cc(OC)c1OC	-0.5	-16.6	10.4	0.8
29	O=C(NN1C(=O)S/C(=C\c2ccccc2O)C1=O)c1ccc([N+](=O)[O-])cc1	0.7	-111.9	-3.0	1.2
30	Cc1nc(Nc2cccc(C(C)O)c2)c2nnn(Cc3ccccc3F)c2n1 (stereo not given)	-0.1	-0.4	-7.7	-0.3
31	CC1(C)CC(N2NC(=O)C(Cc3ccccc3)C2=O)CCS1 (stereo not given)	0.0	3.4	5.0	0.3
32	COc1ccccc1NC(=O)NNC(=O)CNc1ccc(F)cc1	0.2	-7.1	0.1	0.4
33	Cc1ncn(-c2ccc(Nc3cc(-c4cccc(N5CCOCC5)c4)ccn3)cc2)n1	-0.2	-11.8	-11.4	1.3
34	Cc1ccccc1Nc1nc2nonc2nc1N/N=C/c1cc(Br)ccc1O	-0.2	12.6	-6.0	0.5
35	O=S(=O)(c1ccc(F)cc1)N1CCc2ccccc21	-0.1	0.0	5.4	0.5
36	O=C(CCN1C(=O)c2ccccc2S1(=O)=O)Nc1cccc(Br)c1	0.1	13.0	-7.4	0.5
37	CCCCCCSc1nnc2c(n1)OC(c1ccc3c(c1)OCO3)N(C(C)=O)c1ccccc1-2 (stereo not given)	0.2	6.4	-2.0	1.1
38	Cc1cccc(C)c1NC(=O)CC(=O)c1ccccc1	0.1	3.1	4.3	0.9
39	Cc1ccc(N(CC(O)CN2CCCC2)S(=O)(=O)c2ccccc2[N+](=O)[O-])cc1 (stereo not given)	-0.1	1.1	9.9	0.9
40	CCN(CC)C(=O)c1cn(CC(C)C)c(=O)c2c1c1ccccc1n2C	0.2	6.9	-2.3	-0.7
41	CN(C)C(=O)CSc1nnc(-c2ccco2)n1Cc1ccccc1	0.0	8.7	-7.2	0.2
42	CCN(CC)CCC(=O)OC1CCCCC1SCc1ccc(Cl)cc1 (stereo not given)	0.2	10.3	4.6	-0.3
43	O=C(NCc1ccccc1Cl)c1ccc2c(=O)n(-c3ccccc3)c(SCc3nc4ccccc4[nH]3)nc2c1	1.1	14.0	12.2	-0.5
44	COC(=O)c1cc(-c2cc(OC)c(OC)c(OC)c2)no1	-0.1	-5.6	-8.6	-0.1
45	Cc1ccc(C)c(-c2[nH]ncc2CN2CCCC(N3CCOCC3)C2)c1 (stereo not given)	0.0	6.8	-0.8	-0.7
46	FC(F)(F)c1nc2ccc(Cl)cc2[nH]1	0.0	4.0	-4.3	0.3
47	OCCNc1nc(Nc2ccc(C(F)(F)F)cc2)nc2c1ncn2Cc1ccc(C(F)(F)F)cc1	0.6	12.0	-3.8	1.8
48	COc1ccccc1NC(=S)NC(=O)C(C)(C)C	0.0	12.2	-17.4	-0.4
49	Cc1cc2nc(C3CCN(Cc4nnnn4Cc4cccs4)CC3)[nH]c2cc1C	-0.2	55.2*	-3.0	1.4
50	CC(C)CC1N=C2c3ccccc3N=C(SCC(=O)N3CC(C)CC(C)C3)N2C1=O (stereo not given)	0.1	-3.8	12.3	-0.8
51	COc1ccccc1NC(=O)[C@H](CCS(C)(=O)=O)N1Cc2ccccc2C1=O	0.0	5.7	8.3	1.8
52	COCCCNC(=O)COc1ccc2c(c1)C(=O)CC(C)(C)O2	0.0	0.1	-8.7	0.6
53	CCOc1ccc(S(=O)(=O)NCCCl)cc1	-0.1	-15.2	7.2	2.6
54	COC(=O)c1ccc(C(=O)Nc2ccc(O)c(-c3nc4ccccc4o3)c2)cc1	0.7	14.9	2.6	-1.1
55	CCOC(=O)c1c(CSc2ccccn2)n(C)c2cc(Br)c(O)cc12	0.0	4.8	-3.2	0.1
56	CC(C)N1CCN(Cc2cccc3ccccc23)CC1CCO (stereo not given)	0.0	6.6	7.8	-0.1
57	Cc1cccc(OC(C)C(=O)N(Cc2ccco2)C2CCS(=O)(=O)C2)c1C (stereo not given)	-0.4	2.7	4.9	-0.4
58	Cc1ccc(C2OC3(C(=O)c4ccccc4C3=O)C(c3ccccc3)C23C(=O)c2ccccc2C3=O)cc1 (stereo not given)	0.0	0.9	9.1	0.5
59	COc1ccc(CCNC(=O)c2ccc3c(c2)NC(=O)C2CCCN32)cc1OC (stereo not given)	0.6	13.7	-12.6	-0.3
60	N#CC1=C(N)C(C#N)(C#N)C(c2cccs2)C2CN(C(=O)OCc3ccccc3)CC=C12 (stereo not given)	-0.3	5.9	-2.7	0.9

(list continues)
no.	mol	FBW7 activator	MITF inh	TEAD-YAP inh	GPR151 ag
61	Cc1ccc(N2C(=O)CC(NCCc3ccccn3)C2=O)cc1 (stereo not given)	-0.2	29.5	19.4	-0.4
62	Cc1ccc(C2=CC(c3ccc(Cl)cc3)n3nc(CCCO)nc3N2)cc1 (stereo not given)	0.3	15.7	6.7	-0.5
63	O=C(CNc1cccc(Cl)c1)N/N=C/c1c[nH]c2ccccc12	0.1	11.6	12.3	0.0
64	CCCOC(=O)COc1ccc2c(c1)oc(=O)c1ccccc12	0.1	-1.1	3.3	0.2
65	O=C(COc1ccccc1Cl)Nc1cccc(Br)c1	0.0	0.1	-1.9	1.8
66	COCC(=O)NCC1Cc2c(ccc3cc(-c4ccc(C(C)=O)s4)ccc23)O1 (stereo not given)	0.3	25.3	-15.6	1.2
67	CSc1nc2ccc(N3C(=O)c4ccccc4C3=O)cc2s1	-0.1	1.2	1.4	-2.0
68	COc1ccccc1C(=O)Nc1ccc2c(c1)C(=O)Nc1cc(Cl)ccc1O2	0.0	-0.9	6.8	0.2
69	COc1ccccc1NC(=O)c1cnc(SCC(=O)NCc2ccccc2)n(C)c1=O	-0.1	-11.1	-0.8	0.2
70	N[C@@H](c1ccccc1)c1nc(-c2ccc(-c3ccncc3)cc2)no1	-0.1	-3.5	-4.3	-0.7
71	O=C(CCN(CC1CCCO1)C1CCS(=O)(=O)C1)c1ccc([N+](=O)[O-])cc1 (stereo not given)	0.1	4.7	5.8	-0.3
72	CCCc1nnc(-c2cc3ccccc3n2Cc2cccc(C)c2)o1	0.1	3.8	-5.1	2.4
73	COC(=O)c1ccccc1NC(=O)COc1ccc(F)cc1	0.2	0.0	3.1	-1.9
74	O=[N+]([O-])c1ccc(S(=O)(=O)c2ccc(O)cc2)cc1	0.4	18.8	-11.3	2.4
75	CSc1nc2c(c(=O)n1C)C1(CCCC1)Cc1ccccc1-2	0.0	-6.6	2.3	-1.1
76	O=C(O)C1CC(=O)N(c2ccc(Cl)cc2)C1 (stereo not given)	0.0	6.5	-0.7	-0.8
77	CC(C)CCN1CC[C@@H]2[C@H](CCCN2C(=O)c2ccccc2N2CCC(=O)NC2=O)C1	0.2	4.0	-3.7	1.2
78	O=C1c2ccccc2C(=O)c2c(Br)ccc(O)c21	-0.1	1.2	2.9	1.7
79	O=C(Oc1ccc2ccccc2c1)c1cccc2ccccc12	0.2	-19.0	-18.5	0.7
80	CN1CCN(C(CNC(=O)C(=O)Nc2ccccc2)c2ccc3c(c2)OCO3)CC1 (stereo not given)	-0.3	-6.8	1.9	1.7
81	CCCNC(=O)c1c[nH]c2ccc(S(=O)(=O)N(C)c3cc(C)ccc3C)cc2c1=O	0.2	3.5	7.1	-0.5
82	COc1cccc(C(=O)Nc2c(C)n[nH]c2C)c1	-0.1	1.3	5.3	0.8
83	O=S(=O)(c1ccc(Cl)s1)N1CCc2ccccc2C1	0.0	3.0	40.9*	4.8
84	Cc1cccc(C(=O)NN=C2CCCCC2)c1	0.0	10.0	-9.8	-0.4
85	Cc1ccccc1NC(=O)CN(c1ccc(Br)cc1)S(C)(=O)=O	-0.1	6.6	-9.9	1.1
86	CCC1=NN2C(=N)/C(=C/c3cc(I)c(OCCOc4ccccc4)c(OC)c3)C(=O)N=C2S1	0.0	-3.4	-13.6	0.3
87	CCOc1ccc(NC(=O)CN2CCN(CC(=O)Nc3ccc(Cl)c(C(F)(F)F)c3)CC2)cc1	-0.1	-0.4	20.8	1.1
88	O=c1c2cn[nH]c2nc(SCc2ccc(C(F)(F)F)cc2)n1-c1ccc(Cl)cc1	0.0	-6.6	-5.0	2.0
89	CCOc1ccc(N=C2SC(C(=O)Nc3ccc(Cl)cc3)CC(=O)N2Cc2ccc3c(c2)OCO3)cc1 (stereo not given)	0.1	7.1	3.9	1.9
90	CC(C)[C@H](NC(N)=O)C(=O)Nc1ccc(F)c(Cl)c1	0.1	13.2	-5.9	-0.2

Looked up by structure from above (three):
no.	mol	FBW7 activator	MITF inh	TEAD-YAP inh	GPR151 ag
61	Cc1ccc(N2C(=O)CC(NCCc3ccccn3)C2=O)cc1 (stereo not given)	-0.2	29.5	19.4	-0.4
77	CC(C)CCN1CC[C@@H]2[C@H](CCCN2C(=O)c2ccccc2N2CCC(=O)NC2=O)C1	0.2	4.0	-3.7	1.2
67	CSc1nc2ccc(N3C(=O)c4ccccc4C3=O)cc2s1	-0.1	1.2	1.4	-2.0

(cont.)
no.	mol	FBW7 activator	MITF inh	TEAD-YAP inh	GPR151 ag
91	O=C(Sc1cccc2cccnc12)C(=O)Sc1cccc2cccnc12	-0.3	1.3	19.0	-0.8
92	CCOC(=O)C1=C(N)OC2=C(C(=O)CCC2)C1c1ccccc1Cl (stereo not given)	-0.3	-9.5	-4.5	-0.9
93	COc1ccc(CCNC(=O)Cc2ccc(Cl)cc2)cc1	0.0	-4.3	-6.5	0.1
94	CC(=O)NS(=O)(=O)c1ccc(NC(=O)Nc2ccccc2)cc1	0.1	3.0	2.6	-1.2
95	C[C@@H]1C[C@H]2[C@@H]3CCC4=CC(=O)C=C[C@]4(C)[C@@]3(F)[C@@H](O)C[C@]2(C)[C@@]1(O)C(=O)COP(=O)(O)O	0.0	2.5	-1.1	-1.7
96	CCOc1ccc(Cl)cc1/C=C1\SC(N)=NC1=O	0.0	-28.9	-9.1	-0.8
97	O=C(CSc1nc2ccccc2[nH]1)Nc1ccc(Cl)c(Cl)c1	0.3	10.8	12.7	-0.4
98	Cc1noc(/C=C/N(C)C)c1S(=O)(=O)N1CCC(C(=O)NC(C)(C)C)CC1	-0.1	-7.6	-2.9	0.4
99	CS(=O)(=O)N(Cc1ccc(Cl)cc1)c1ccc(C(=O)O)cc1	-0.2	5.2	-4.6	1.5
100	CCCN(CC(=O)Nc1cc(C)on1)CC(=O)Nc1ccccc1C	0.4	6.1	7.8	-0.6
